Screening results deposited in PubChem by several laboratories.
RSV antiviral HEp-2: RSV antiviral activity via CPE protection, HEp-2 cells, primary 10 µM value included (AID 2391). HEp-2 cells, RSV-induced CPE inhibition; higher % means a stronger effect. CPE inhibition, % at 10 µM, or IC50 in µM where a hit was titrated. 0.13% of 310,000 active; in the data active = a potency from the dose series; inconclusive = CPE inhibition mostly from about 23% at the one dose, without a potency; inactive = the rest, 99 in 100 with CPE inhibition below about 21%; note: strong numbers were not always called active
Myeloid diff 2: induction of myeloid progenitor differentiation, primary screen, cell-based, flow cytometry, MLPCN library | AID 624256, 2012 | calls only at 10 µM | 1% of 360,000 active | ER-HoxA9 myeloid progenitors, lysozyme-GFP differentiation;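 active = normalized GFP-positive differentiation at or above the plate's own cutoff, the solvent-only control mean plus 3 SD; inconclusive = no clear call, values can overlap the other calls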;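 note: cells exposed to compound for four days before flow analysis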
Myeloid diff 2 GFP+ MAC1+ %: further read-out of Myeloid diff 2, marked with its call; GFP+ MAC1+ double positive, %; measured here: differentiation confirmed by MAC1 staining
* = called active by the depositor; i = inactive; ? = inconclusive; · = no result given. An excerpt; count on the stated rates, not on these rows.

Screens in order: RSV antiviral HEp-2 | Myeloid diff 2 | Myeloid diff 2 GFP+ MAC1+ %
Cc1ccc2nc(NC(=S)NC(=O)c3ccc(OC(C)C)cc3)sc2c1
→ 1.1% | i | 0.3
CC1CCCN(C(=O)CNC(=O)c2cccs2)C1 (stereo not given)
→ -0.6% | i | 0.3
Cc1cccc(C)c1OCC(=O)OCC(=O)Nc1ccc(Cl)cn1
→ 2.1% | i | 0.5
CN(C)C1=NCCN1CC1CCCC1
→ 0.3% | i | 1.0
O=C(COC(=O)C12CC3CC(CC(Br)(C3)C1)C2)NNC(=O)c1ccccc1
→ -0.2% | i | 1.5
Brc1ccc(-c2nnc(-c3cccnc3)o2)cc1
→ 1.0% | i | 0.2
Cc1ccc(S(=O)(=O)N(C)C)cc1NC(=O)C1CCCCN1S(=O)(=O)c1ccccc1 (stereo not given)
→ 0.6% | i | 0.7
CSc1ccc(NC(=O)CSc2nc3[nH]c(=O)cc(O)c3s2)cc1
→ 0.9% | i | 0.8
CCCNC(=O)c1n[nH]c2c1CC(C(C)(C)CC)CC2 (stereo not given)
→ 1.8% | i | 1.0
CC(=O)Nc1ccc(/C(C)=N/NC(=O)c2ccc(COc3ccccc3Cl)o2)cc1
→ 3.1% | i | 1.2
Cc1ccc(C)c(C(=O)CCC(=O)OCn2nnc3ccccc3c2=O)c1
→ 0.6% | i | 1.1
COc1ccccc1CN(C)C(=O)c1cccc(S(=O)(=O)N2CCCc3ccccc32)c1
→ 3.5% | i | 0.5
Clc1cccc(Cl)c1C[n+]1cccc2ccccc21
→ 7.1% | ? | ·
Cc1ccc(C(CC(=O)NCc2ccco2)c2ccc(OC(C)C)cc2)cc1 (stereo not given)
→ 4.5% | i | 1.5
O=C(COC(=O)c1ncc(Cl)c(Cl)c1Cl)NCc1ccccc1
→ 1.3% | i | 0.8
O=C(CNC(=O)c1ccc(Cl)cc1)OCCN1C(=O)c2ccccc2C1=O
→ 1.9% | i | 0.6
O=C(CN1CCN(S(=O)(=O)c2cccc(F)c2)CC1)Nc1ccnn1C1CCCC1
→ 1.7% | i | 0.3
CC(C)(C)c1ccc(C(=O)NCC(=O)NCc2ccccn2)cc1
→ 0.0% | i | 0.1
O=C(O)c1cccc2c1C(=O)c1ccc(-c3ccc(F)cc3F)cc1S2(=O)=O
→ 0.7% | i | 1.6
Cc1ccc(S(=O)(=O)N2CCCCC2)cc1C(=O)NCCN1CCOCC1
→ 2.4% | i | 0.7
O=C(COC(=O)C1CCN(c2ccc(C(F)(F)F)cn2)CC1)Nc1ncc(Cl)cc1Cl
→ 1.0% | i | 1.1
COc1ccc([C@H]2CC(=O)C=C(c3cc(Cl)cc(Cl)c3)C2)cc1
→ -0.7% | i | 0.8
O=C(NNC(=O)c1ccc(-n2cncn2)c([N+](=O)[O-])c1)c1ccccc1
→ 0.3% | i | 0.7
Cc1cnc(C(=O)OCC(=O)Nc2sc3c(c2C(N)=O)CCCC3)cn1
→ 0.7% | i | 0.4
Nc1nonc1-n1nnc(C(=O)N/N=C/c2cc(Cl)ccc2O)c1CN1CCCCCC1
→ -1.7% | ? | ·
CCCCC/C=C/C1=CC(=O)C[C@H](c2ccc(Cl)cc2)C1
→ -0.1% | i | 1.0
Cc1ccc(Sc2ncccc2O)cc1
→ 0.8% | i | 0.6
O=C(c1n[nH]c2ccccc12)N1CCN(S(=O)(=O)c2ccc(Cl)cc2)CC1
→ -0.1% | i | 0.2
O=C(CN1C(=O)NC(Cc2c[nH]c3ccccc23)C1=O)Nc1ccc(F)c(F)c1F (stereo not given)
→ -1.3% | i | 1.1
COc1ccc(C2=CC(=O)CCC2)cc1
→ 2.2% | i | 1.8
Cc1cc(C(=O)COc2ccccc2Cl)c(C)n1C1CC1
→ 1.7% | i | 2.3
COC(=O)c1c(C)[nH]c(C(=O)C(C)OC(=O)c2cc(C)oc2C)c1C (stereo not given)
→ -0.2% | i | 0.7
Cc1ccccc1NC(=O)c1ccc(OCc2c(C)noc2C)cc1
→ 0.1% | i | 0.6
COc1cccc(CNC(=O)c2cc(=O)[nH]c3ccc(S(=O)(=O)N4CCOCC4)cc23)c1
→ 0.5% | i | 0.6
COc1ccc(CNC(=O)c2cc(C3CC3)nc3c2cnn3C(C)C)cc1OC
→ 0.6% | i | 0.4
Cc1cc(SCC(=O)N(CC(C)C)c2c(N)n(CC(C)C)c(=O)[nH]c2=O)nc2ccccc12
→ 6.1% | i | 1.2
O=C(O)C(C(O)c1ccccc1)[n+]1ccccc1 (stereo not given)
→ 2.1% | i | 1.0
Nc1nccnc1C(=O)OCC(=O)NC1CCCc2ccccc21 (stereo not given)
→ 1.0% | i | 0.1
CC(=O)N1c2ccccc2[C@@H](C)[C@@H]1C
→ -0.9% | i | 1.1
COc1ccc(C(=O)C(C)OC(=O)CCN2C(=O)C3CC=CCC3C2=O)cc1 (stereo not given)
→ 1.4% | i | 0.4
COc1ccc(C(=O)N2CCNC(=O)C2)cc1S(=O)(=O)Nc1ccc(Br)cc1
→ -0.2% | i | 0.9
CNS(=O)(=O)c1cccc(C(=O)OCC(=O)c2cc(C)n(CC3CCCO3)c2C)c1 (stereo not given)
→ 1.3% | i | 0.8
O=C(O)c1cc(-c2ccccc2)nc(-c2ccccc2)c1
→ 0.6% | i | 0.8
COc1ccc2c(c1)OC[C@H]1[C@H]2N2C(=O)c3cc(OC)c(OC)cc3NC(=O)[C@@]2(C)[C@H]1c1ccccc1
→ -1.7% | i | 0.4
COc1ccc(C2=CC(=O)C[C@H](c3ccc(Cl)cc3)C2)cn1
→ -0.7% | i | 0.6
O=C(Cc1ccccc1F)Nc1cc(S(=O)(=O)N2CCCC2)ccc1Cl
→ 5.0% | i | 0.2
C/C(=N\N(c1ccccc1)c1ccccc1)c1ccc(N)cc1
→ 1.0% | i | 0.5
COc1cccc2c1SCc1ccccc1C2CC(N)=O (stereo not given)
→ 1.5% | i | 0.3
CC(C)CCN(C(=O)c1ccncc1)c1c(N)n(Cc2ccccc2)c(=O)[nH]c1=O
→ 0.6% | i | 1.1
CCCCN1CCNC[C@@H]1Cc1ccccc1
→ -0.3% | i | 0.9
N/C(=N\OC(=O)CCCN1C(=O)c2ccccc2C1=O)c1ccc(Br)cc1
→ 1.2% | i | 0.6
CCCCCCc1cc2cc(/C(N)=N/NC(=O)c3ccncc3)c(=O)oc2cc1O
→ -0.9% | i | 1.8
O=C(NC1CCC(O)CC1)C1CCN(S(=O)(=O)c2c(Cl)cccc2Cl)CC1 (stereo not given)
→ 0.6% | i | 0.7
COc1cc(/C=C/C(=O)c2ccc3c(c2)OCO3)cc(OC)c1OC
→ 0.2% | i | 0.9
COc1ccccc1NC(=O)COC(=O)c1cc([N+](=O)[O-])ccc1N1CCCC1
→ 0.6% | i | 0.4
COc1ccc(C(CNC(=O)C2CC(=O)N(Cc3ccccc3)C2)N2CCOCC2)cc1 (stereo not given)
→ 1.7% | i | 1.2
CCOc1ccc(CN(C)C(=O)CCNC(=O)c2ccco2)cc1
→ -0.4% | i | 0.5
O=C(NCc1ccccn1)C1Nc2ccc(C(F)(F)F)cc2C2C=CCC12 (stereo not given)
→ 3.3% | i | 0.5
O=C(NCCc1ccc(C(F)(F)F)cc1)C1CC(=O)N(c2ccc3c(c2)OCCO3)C1 (stereo not given)
→ 0.1% | i | 1.6
CC(=O)Nc1ccc(S(=O)(=O)NCCC(=O)NCCCc2ccccc2)cc1
→ 1.6% | i | 0.8

Given with each value named: part of the list above.
> Cc1ccc(S(=O)(=O)N2CCCCC2)cc1C(=O)NCCN1CCOCC1
  RSV antiviral HEp-2 = 2.4%
  Myeloid diff 2 = i
  Myeloid diff 2 GFP+ MAC1+ % = 0.7

> O=C(CNC(=O)c1ccc(Cl)cc1)OCCN1C(=O)c2ccccc2C1=O
  RSV antiviral HEp-2 = 1.9%
  Myeloid diff 2 = i
  Myeloid diff 2 GFP+ MAC1+ % = 0.6

5 entries drawn at random from the list so far:
Screens in order: RSV antiviral HEp-2 | Myeloid diff 2 | Myeloid diff 2 GFP+ MAC1+ %
COc1ccc2c(c1)OC[C@H]1[C@H]2N2C(=O)c3cc(OC)c(OC)cc3NC(=O)[C@@]2(C)[C@H]1c1ccccc1
→ -1.7% | i | 0.4
CCOc1ccc(CN(C)C(=O)CCNC(=O)c2ccco2)cc1
→ -0.4% | i | 0.5
N/C(=N\OC(=O)CCCN1C(=O)c2ccccc2C1=O)c1ccc(Br)cc1
→ 1.2% | i | 0.6
Nc1nccnc1C(=O)OCC(=O)NC1CCCc2ccccc21 (stereo not given)
→ 1.0% | i | 0.1
O=C(Cc1ccccc1F)Nc1cc(S(=O)(=O)N2CCCC2)ccc1Cl
→ 5.0% | i | 0.2

One compound at a time, as listed above.
COc1ccc(C(=O)N2CCNC(=O)C2)cc1S(=O)(=O)Nc1ccc(Br)cc1 as listed: RSV antiviral HEp-2 = -0.2%; Myeloid diff 2 = i; Myeloid diff 2 GFP+ MAC1+ % = 0.9
COc1ccc2c(c1)OC[C@H]1[C@H]2N2C(=O)c3cc(OC)c(OC)cc3NC(=O)[C@@]2(C)[C@H]1c1ccccc1 as listed: RSV antiviral HEp-2 = -1.7%; Myeloid diff 2 = i; Myeloid diff 2 GFP+ MAC1+ % = 0.4

(listing goes on)
Screens in order: RSV antiviral HEp-2 | Myeloid diff 2 | Myeloid diff 2 GFP+ MAC1+ %
c1ccc2[nH]c(-c3ccc4c(c3)OCO4)nc2c1
→ 0.1% | i | 0.5
COc1ccccc1C1=NOC(C)(c2nnc(-c3cccc(Cl)c3)o2)C1 (stereo not given)
→ 4.3% | i | 0.6
CCC(C(=O)OCC(=O)c1ccc(OC)cc1OC)c1ccccc1 (stereo not given)
→ 0.0% | i | 0.9
Cc1ccc(NC(=O)C2=CC=CN3CCS(=O)(=O)N=C23)cc1
→ 1.2% | i | 0.3
Cc1ccc(NC(=O)CSc2nc3[nH]c(=O)cc(O)c3s2)c(Br)c1
→ 0.0% | i | 0.5
COC(=O)CCC[C@H]1CC2(C[C@H](CCCO[Si](C)(C)C(C)(C)C)N1C(=O)OC(C)(C)C)OCCO2
→ -0.9% | i | 2.9
CCN(CC)c1ccc(NC(=O)COC(=O)CCC(=O)c2cccs2)cc1
→ 1.6% | i | 0.7
Nc1nonc1-n1nnc(C(=O)N/N=C/c2cccc(F)c2)c1CN1CCCCCC1
→ 0.3% | i | 1.8
CSCCC(NC(=O)c1ccccc1)C(=O)N1CC(C)OC(C)C1 (stereo not given)
→ 0.9% | i | 1.2
COc1ccc(NC(=S)NCCSc2ccc(C)cc2)c(OC)c1
→ -1.0% | i | 0.2
Cc1cc(N2CCN(C)CC2)nc2ccc(NC(=O)CCC(=O)NCCC3=CCCCC3)cc12
→ 0.1% | i | 2.8
CN(C(=O)c1ccc(NC(=O)Cc2cccc(NC(=O)C3CCCN(C(=O)C4CCC4)C3)c2)cc1)C1CCCC1 (stereo not given)
→ 5.9% | i | 1.0
COc1cccc(C(=O)N2CCN(C(=O)C3CCCO3)CC2)c1 (stereo not given)
→ 0.6% | i | 0.4
CN(Cc1ccc(Cl)cc1)C(=O)COC(=O)CSc1ccc([N+](=O)[O-])cc1
→ 1.1% | i | 0.8
CCC(C)c1ccccc1O (stereo not given)
→ 2.1% | i | 1.2
Cc1ccsc1C(=O)NC1CCCCC1C (stereo not given)
→ 1.0% | i | 0.7
Cc1cc(C)cc(NC(=O)CN2C(=O)C3CC=CCC3C2=O)c1 (stereo not given)
→ 1.4% | i | 0.2
CCOC(=O)[C@H]1[C@H]2COc3cc(OC)ccc3[C@@H]2N2C(=O)CN(CCc3c[nH]c4ccccc34)C(=O)[C@@]12C
→ 2.3% | i | 1.4
Nc1cnnc(N/N=C\c2ccccc2)c1Cl
→ 2.2% | i | 0.5
CC(C)CC(=O)Nc1ccc(C(=O)COC(=O)Cc2n[nH]c(=O)c3ccccc23)cc1
→ 2.2% | i | 1.6
COc1ccc(/C=C/C(=O)Nc2ccc(S(=O)(=O)N3CCOCC3)cc2)c(OC)c1
→ 0.3% | i | 0.4
Cc1ccc(NC(=O)C(C)Sc2nnc(C3CC3)n2C2CC2)cc1S(=O)(=O)N1CCOCC1 (stereo not given)
→ 0.8% | i | 0.5
Cc1ccccc1OCC(=O)Nc1cccc(S(=O)(=O)NC2=NCCC2)c1
→ 0.8% | i | 0.1
COc1ccc(N2C(=NC(=O)c3ccc(Br)cc3)SC3CS(=O)(=O)CC32)cc1 (stereo not given)
→ 3.6% | i | 0.6
CCOC(=O)[C@H]1[C@H]2COc3ccc(C)cc3[C@@H]2N2C(=O)CN(Cc3ccc(Cl)cc3)C(=O)[C@@]12C
→ 3.4% | i | 2.2
CN(C(=O)c1ccc(NC(=O)Cc2ccc(NC(=O)C3CCN(C(=O)c4ccccc4)CC3)cc2)cc1)C1CC1
→ 2.6% | i | 1.7
O=C(COc1ccc(-n2cnnn2)cc1)Nc1ccccc1OC(F)F
→ 0.4% | i | 1.4
CC(CCc1ccccc1)NC(=O)CCNS(=O)(=O)c1ccccc1C(F)(F)F (stereo not given)
→ -0.5% | i | 1.3
COc1ccc(Cl)cc1NC(=O)COC(=O)C1CC1
→ 1.4% | i | 0.9

Molecules from the list above with a tert-butyl group (2):
Screens in order: RSV antiviral HEp-2 | Myeloid diff 2 | Myeloid diff 2 GFP+ MAC1+ %
CC(C)(C)c1ccc(C(=O)NCC(=O)NCc2ccccn2)cc1
→ 0.0% | i | 0.1
COC(=O)CCC[C@H]1CC2(C[C@H](CCCO[Si](C)(C)C(C)(C)C)N1C(=O)OC(C)(C)C)OCCO2
→ -0.9% | i | 2.9
